PTAP TSG101 blk: blocks PTAP/TSG101 interaction to inhibit HIV-1 budding. Q99816. Fluorescence polarization, FITC-PTAP peptide / Tsg101 binding. Potency, µM (titrated, usually from 115 µM), inactives show at the highest dose activity change, negative = inhibition, usual class: inhibitors. 340,000 tested, under 10 active. AID 493005; active = well fitted inhibition curve with a large enough effect in the main read-out, with a control signal flat, not every such curve was filed as active; inconclusive = small, poorly fitted or top-dose-only effect, or effect the other way, or a change in a side signal; inactive = no such curve, though single readings can be large or run the other way; also: potency is read from the fitted curve at half-maximal effect; % of control where 0% means no effect
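Tsg101 binding domain (10 uM final) was mixed with compound and a FITC-labeled PTAP peptide (50 nM final) in HEPES pH 7.5 buffer with NaCl, Tween 20, EDTA and TCEP; fluorescence polarization was read after 20 min at r.t.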
ASM inhibitor: human S-ASM enzyme inhibition; placental ASM, HMU-PC fluorogenic substrate, 60 min; Potency, µM (series often up to 57.5 µM), for the others: top-dose activity change, negative = inhibition, hits mostly inhibitors; 0.006% of 340,000 active; also: potency is read from the fitted curve at half-maximal effect
Target sequence (P17405 47-631 limits assumed): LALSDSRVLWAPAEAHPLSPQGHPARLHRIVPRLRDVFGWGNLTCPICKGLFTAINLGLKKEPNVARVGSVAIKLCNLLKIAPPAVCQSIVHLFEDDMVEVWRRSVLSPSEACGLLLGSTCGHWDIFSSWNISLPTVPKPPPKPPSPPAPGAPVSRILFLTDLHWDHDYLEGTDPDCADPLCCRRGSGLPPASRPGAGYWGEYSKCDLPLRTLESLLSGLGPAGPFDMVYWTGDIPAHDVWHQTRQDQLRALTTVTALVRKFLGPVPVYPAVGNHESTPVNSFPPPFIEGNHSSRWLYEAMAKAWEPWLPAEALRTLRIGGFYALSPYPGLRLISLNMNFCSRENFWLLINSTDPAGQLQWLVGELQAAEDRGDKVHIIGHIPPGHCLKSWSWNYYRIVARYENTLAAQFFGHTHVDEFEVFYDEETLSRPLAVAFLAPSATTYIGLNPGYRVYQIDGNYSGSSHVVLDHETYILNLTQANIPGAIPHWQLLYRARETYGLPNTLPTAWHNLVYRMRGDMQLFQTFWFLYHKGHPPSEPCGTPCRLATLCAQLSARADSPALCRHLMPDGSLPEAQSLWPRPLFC
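qHTS format. ASM enzyme prepared from human placenta hydrolyses the fluorogenic substrate HMU-PC0 (9 uM final) over 60 min at 37 °C after a 10 min compound preincubation.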
Integrin act MD: integrin-mediated muscular dystrophy alleviation activation | alpha7betagal myoblasts, beta-gal FDG fluorescence, 48 h | Potency, µM (titrated, usually from 38.3 µM), for the others: at the highest dose activation, actives largely listed as activators | 0.064% of 350,000 active;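 also: potency is read from the fitted curve at half-maximal effect; 100% = response of the positive control SU9516; nearly all actives have a fitted effect of over 60% in size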
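alpha7betagal+/- myoblasts (passage 13, 250/well) treated 48 h at 37C with compounds at 1:260 dilution of DMSO stock. Lysed, then beta-galactosidase activity read as FDG fluorescence (ex 480/em 540) after 30 min, with pre-read for autofluorescence.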
Eya2 phos inh: inhibitors of human Eya2 phosphatase activity | O00167 | recombinant Eya2, OMFP fluorescence dephosphorylation (OMFP is methylfluorescein phosphate) | Potency, µM (doses to about 76.9 µM), for inactives: at the highest dose activity, negative = inhibition, hits mostly inhibitors | 0.006% of 330,000 active; also: potency is read from the fitted curve at half-maximal effect; % is scaled to controls: 0 for no effect and ±100 for the full control effect
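Eya2 (0.2 uM) preincubated 10 min at ambient with compound, then OMFP substrate added at 50 uM; 10 min reaction in 50 mM HEPES pH 7.5, 50 mM NaCl, 5 uM MgCl2, 0.05% BSA, 1 mM DTT. Fluorescence read at Ex 485/Em 525 nm.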
uPA generation: cell surface uPA generation inhibition; cell surface uPA generation assay, qHTS; Potency, µM (titrated, usually from 38.3 µM), for the others: top-dose activity change, negative = inhibition, most hits filed as inhibitors; 0.31% of 330,000 active; AID 540303; active = well fitted inhibition curve with a large enough effect; inconclusive = small, poorly fitted or top-dose-only effect; inactive = no such curve, though single readings can be large or run the other way; tested in mouse RAW 264.7 cells; also: potency is read from the fitted curve at half-maximal effect; % is scaled to controls: 0 for no effect and ±100 for the full control effect; nearly all actives have a fitted effect of over 55% in size
p53 reactivation: re-activators of mutant p53; H1299 p53-A138V BP100-luciferase reporter, luminescence, 24 h; Potency, µM (top dose mostly 92.2 µM), for the others: at the top dose activity change, positive = activation, actives largely listed as activators; 0.063% of 320,000 active; AID 504706; also: potency is read from the fitted curve at half-maximal effect; % of control where 0% means no effect; nearly all actives have a fitted effect of over 45% in size
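p53-null H1299 cells stably carrying temperature-sensitive p53-A138V and a BP100-luciferase reporter were pinned with compounds (4-point, 1:5 series) and held 24 hrs at 37 deg C. Luminescence was read 10 min after detection reagent.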
ELG1 genotox: genotoxicity induction in ELG1-luciferase HEK293T cells; HEK293T ELG1-luciferase reporter, luminescence, 16 h; Potency, µM (series often up to 46 µM), inactives show at the top dose activity change, positive = activation, most hits filed as activators; 1.3% of 330,000 active; also: potency is read from the fitted curve at half-maximal effect; % of control where 0% means no effect; nearly all actives have a fitted effect of over 60% in size
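Luminescence read-out: rising ELG1-luciferase signal, reflecting elevated ELG1 protein under genetic stress, flags genotoxic compounds. Cells were treated for 16 hr at 37 °C before ONE-Glo detection.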
USP2a block: USP2a (human) protease inhibition. AID 463254. 0.01% of 330,000 active. O75604. Potency, µM (highest dose often 38.3 µM), for inactives: at the top dose activity change, negative = inhibition, usual class: inhibitors. USP2 core, Ub-CHOP2 coupled fluorogenic reporter, 485/531;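 also: potency is read from the fitted curve at half-maximal effect; plate controls were DMSO wells for no effect and full inhibition by NEM control for full effect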
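Deubiquitinase activity read as fluorescence (485/531 nm) after Ub-CHOP2 cleavage activates the enterokinase reporter on its substrate; USP2 core 10nM, Ub-CHOP2 and substrate 25nM each, 30min compound preincubation then 60min RT; data normalized to NEM, curves fitted.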
B2AR arrestin: agonists driving beta-arrestin recruitment to human beta2-adrenergic receptor; Potency, µM (doses to about 46.1 µM), inactives show at the highest dose activation, actives largely listed as activators; P07550; 0.02% of 330,000 active; AID 492947; beta-arrestin recruitment to beta2AR, cell-based reporter;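 also: potency is read from the fitted curve at half-maximal effect; 0% = DMSO controls and full agonism = EC100 isoproterenol or metaproterenol; nearly all actives have a fitted effect of over 65% in size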
Target sequence (P07550 whole entry, looked up): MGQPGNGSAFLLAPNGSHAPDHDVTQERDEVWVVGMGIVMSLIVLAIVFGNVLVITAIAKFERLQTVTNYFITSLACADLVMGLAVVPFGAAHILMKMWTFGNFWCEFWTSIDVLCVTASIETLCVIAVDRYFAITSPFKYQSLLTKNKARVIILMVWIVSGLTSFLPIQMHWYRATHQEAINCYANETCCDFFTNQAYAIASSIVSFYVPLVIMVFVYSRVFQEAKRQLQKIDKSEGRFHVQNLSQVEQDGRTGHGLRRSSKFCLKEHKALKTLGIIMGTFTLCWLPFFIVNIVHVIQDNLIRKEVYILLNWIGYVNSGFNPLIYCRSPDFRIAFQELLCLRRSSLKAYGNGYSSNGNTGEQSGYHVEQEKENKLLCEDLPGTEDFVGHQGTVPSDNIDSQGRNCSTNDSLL
TRPV1 ag: agonists of human vanilloid receptor 1 (TRPV1); Q8NER1; TRPV1-expressing cells, Fluo-8 calcium influx, agonist mode; activation, % at 8.33 µM; 0.19% of 320,000 active; AID 540275; in the data active = activation above about 80%; inconclusive = between about 30% and that limit; also: 0% is about no effect
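TRPV1-expressing cells were cultured overnight at 35.5C and loaded with Fluo-8 calcium dye for 40 to 90 min at room temperature. After a 10 s baseline, compound was added and calcium influx was read kinetically for 3 min (ex 480/em 520 nm).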
BRCA1 expr act: activators of BRCA1 expression; MCF7-BRCA1-FFLuc reporter, luminescence, 48 h; response scale: scaled: vehicle 0%, 10 µM genistein 100%; Potency, µM (doses to about 46.1 µM), for the others: at the top dose activation, usual class: activators; 1.1% of 380,000 active; AID 624202; also: potency is read from the fitted curve at half-maximal effect; nearly all actives have a fitted effect of over 80% in size; some results filed as inactive show a strong effect at the top dose
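Reporter cells (MCF7, BRCA1 promoter-firefly luciferase) received library compounds across a concentration series for 48 h. End-point luminescence was measured and concentration-effect curves derived after normalization.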
Starred values were filed as active, the others as inactive; ? = inconclusive; / = no result given; [ ] = another dose, or the depositor's remark. Unless noted, calls follow the shape of the dose curve; as a rule, active = well fitted curve in the direction sought with a large enough effect; inconclusive = small, poorly fitted or top-dose-only effect, or another doubt; inactive = no such curve, though single readings can be large; an effect the other way counts as inactive or inconclusive. Outcome played no part in choosing rows, and some 2.6% of all compounds hit somewhere here.

SMILES | PTAP TSG101 blk | ASM inhibitor | Integrin act MD | Eya2 phos inh | uPA generation | p53 reactivation | ELG1 genotox | USP2a block | B2AR arrestin | TRPV1 ag | BRCA1 expr act
Cc1ccccc1-c1nc(CS(=O)(=O)CC(=O)N(C)C2CCCCC2)c(C)o1 | 0% | -4% | 23% | -4% | -16% | -6% | 9% | -1% | 0.2% | 1 | -36%
Cc1ccccc1C(C(=O)NC1CCCCC1)N(C(=O)CNC(=O)c1ccco1)c1cccnc1 (stereo not given) | 0% | -1% | ? | -19% | 0% | -4% | 1% | -1% | -0.6% | -2 | -5%
O=C(O)c1ccccc1C(=O)NNc1ccc(F)cc1 | 0% | 12% | 1% | ? | 3% | -6% | 11% | 2% | -0.7% | / | 2%
Cn1cccc1Cc1nnc(SCC(=O)Nc2ccc(F)cc2)n1-c1ccc(F)cc1 | -2% | -7% | 13% | -2% | 0% | -9% | -5% | 1% | -0.1% | -3 | 27%
O=C1CCCc2c1sc1nc3n(c(=O)c21)CCCCC3 | -4% | -3% | 3% | -8% | 2% | ? | ? | -1% | 0.2% | 0 | 50%
Cn1c(CNC(=O)c2cccs2)n[nH]c1=S | -1% | 4% | 6% | 3% | 0% | -8% | 4% | 1% | -0.7% | -1 | 0%
O=C(COc1ccc2ccc(=O)oc2c1)N1CCN(C(=O)C2COc3ccccc3O2)CC1 (stereo not given) | -3% | 14% | -2% | -13% | -1% | -6% | -8% | 3% | -0.9% | 1 | 1%
CNC(=S)NNC(=O)c1ccc(=O)n(Cc2ccc(Cl)cc2Cl)c1 | -5% | 2% | 0% | 0% | -6% | -2% | -1% | 3% | 0.1% | 3 | -17%
CCCCn1c(SCC(=O)Nc2cc(NC(=O)c3ccco3)ccc2C)nc2ccccc2c1=O | -1% | -9% | -6% | 2% | / | 1% | -4% | 4% | 9.1% | / | -31%
CN(C)CCn1c(NC(=O)c2ccc(Cl)cc2)nc2ccccc21 | -2% | 1% | -39% | -13% | -13% | 29% | ? | -2% | -0.5% | -2 | -60%
CCCCCc1nnc(NC(=O)Cc2cccs2)s1 | 0% | -2% | -17% | 9% | 1% | 4% | 0% | 3% | -0.3% | 4 | 4%
Cc1cc(OCC(O)CN2C(C)CCCC2C)ccc1C(C)C (stereo not given) | 1% | -2% | -6% | 2% | 4% | 14% | -5% | 1% | -0.3% | 1 | -36%
COc1ccc(-c2csc(NC(=O)CS(=O)(=O)c3ccc(F)cc3)n2)cc1OC | -3% | -4% | 14% | 28% | -2% | -12% | -7% | -1% | -1.0% | -1 | -12%
O=C(CC(c1ccccc1)c1ccco1)Nc1nccs1 (stereo not given) | -3% | -5% | -5% | 4% | 1% | 6% | 1% | 0% | -0.1% | 23 | -23%
Cc1csc(NC(=O)c2ccc3nc[nH]c3c2)n1 | -6% | 2%[11.5 µM] | 9% | 12% | -7% | 14% | 11% | -1% | 0.4% | -1 | ?
O=C1CCN(CCc2ccccc2)CCN1CCSc1ccc(Br)cc1 | / | -1% | -36% | -6% | -6% | 6% | 0% | 3% | -0.1% | ? | -1%
O=C(NC1CCCC1)C(c1cccnc1)N(C(=O)c1csnn1)c1ccccc1Cl (stereo not given) | -3% | 0% | 0% | -4% | 7% | 4% | -2% | 1% | 0.0% | -1 | -5%
CCCCN1CC(=O)N2[C@H]3c4cc(Br)ccc4OC[C@@H]3[C@H](C(=O)OCC)[C@]2(C)C1=O | -8% | 0% | 14% | -4% | 3% | -13% | 0% | 0% | 0.7% | 13 | 0%
CCn1c(SCc2ccc(OC)cc2)nnc1-c1ccncc1 | -2% | 3% | -2% | -6% | 0% | -4% | -1% | -5% | 0.0% | 4 | 3%
Fc1cccc2sc(N3CCOCC3)nc12 | -4% | 0% | -39% | -18% | -4% | ? | 14% | 1% | 0.0% | 1 | 82%

Part of the list above in a different format:
CN(C)CCn1c(NC(=O)c2ccc(Cl)cc2)nc2ccccc21
  PTAP TSG101 blk: -2%
  ASM inhibitor: 1%
  Integrin act MD: -39%
  Eya2 phos inh: -13%
  uPA generation: -13%
  p53 reactivation: 29%
  ELG1 genotox: ?
  USP2a block: -2%
  B2AR arrestin: -0.5%
  TRPV1 ag: -2
  BRCA1 expr act: -60%

CCCCCc1nnc(NC(=O)Cc2cccs2)s1
  PTAP TSG101 blk: 0%
  ASM inhibitor: -2%
  Integrin act MD: -17%
  Eya2 phos inh: 9%
  uPA generation: 1%
  p53 reactivation: 4%
  ELG1 genotox: 0%
  USP2a block: 3%
  B2AR arrestin: -0.3%
  TRPV1 ag: 4
  BRCA1 expr act: 4%

Cc1cc(OCC(O)CN2C(C)CCCC2C)ccc1C(C)C (stereo not given)
  PTAP TSG101 blk: 1%
  ASM inhibitor: -2%
  Integrin act MD: -6%
  Eya2 phos inh: 2%
  uPA generation: 4%
  p53 reactivation: 14%
  ELG1 genotox: -5%
  USP2a block: 1%
  B2AR arrestin: -0.3%
  TRPV1 ag: 1
  BRCA1 expr act: -36%

COc1ccc(-c2csc(NC(=O)CS(=O)(=O)c3ccc(F)cc3)n2)cc1OC
  PTAP TSG101 blk: -3%
  ASM inhibitor: -4%
  Integrin act MD: 14%
  Eya2 phos inh: 28%
  uPA generation: -2%
  p53 reactivation: -12%
  ELG1 genotox: -7%
  USP2a block: -1%
  B2AR arrestin: -1.0%
  TRPV1 ag: -1
  BRCA1 expr act: -12%

Remaining list, next part:
SMILES | PTAP TSG101 blk | ASM inhibitor | Integrin act MD | Eya2 phos inh | uPA generation | p53 reactivation | ELG1 genotox | USP2a block | B2AR arrestin | TRPV1 ag | BRCA1 expr act
O=C(NCC1CCCO1)c1ccc([N+](=O)[O-])s1 (stereo not given) | -6% | 3% | -28% | -1% | -2% | 25% | -16% | 0% | -0.1% | 5 | -36%
O=C(CNCC1CCCO1)Nc1ccc(N2CCCCCC2)cc1 (stereo not given) | / | 4% | -44% | -3% | -4% | -11% | 1% | 0% | -0.1% | ? | 3%
Cc1ccc(C(=O)CCNc2ccc(Br)cc2)o1 | -1% | -2% | -37% | / | 0% | / | / | / | / | ? | -4%
O=C(NC(=S)NCc1cccnc1)c1cccc2ccccc12 | -7% | -2% | 0% | 5% | -1% | 0% | -5% | 0% | 0.1% | 1 | 4%
CSc1nc2ncc3c(n2n1)CC1c2ccccc2CCN1C3=O (stereo not given) | -7% | 435%[activator] | -18% | 21% | 0% | 3% | -1% | 0% | -0.1% | 6 | 0%[1.84 µM]
CCn1c(SCC(=O)N/N=C/C(C)=C/c2ccco2)nnc1-c1ccccc1 | -1% | 0% | -32% | 5% | / | -9% | -2% | 2% | -0.2% | -4 | -4%
O=[N+]([O-])c1ccccc1C(O)Cc1ccccn1 (stereo not given) | 1% | 22% | -17% | / | -4% | / | / | / | / | / | 12%
C=CCSc1nnc(Cn2c(=O)sc3ccccc32)n1C | -2% | -13% | -14% | -15% | -7% | 2% | 4% | 0% | 0.1% | -2 | 4%
COc1ccc(C(C)(C)C)cc1S(=O)(=O)n1ccnc1C | 1% | -3% | -15% | 27% | -1% | 9% | -3% | 19% | -0.3% | 9 | -8%
CCC(=O)c1cn(CC(=O)Nc2ccccc2F)c2ccccc12 | 0% | 4% | -15% | 10% | -9% | 2% | -4% | 2% | -0.1% | -2 | -21%
Cn1c(SCC(=O)Nc2nccs2)nnc1-c1ccccn1 | 0% | 1% | 17% | -15% | 0% | -1% | 1% | 3% | 0.5% | -4 | 18%
O=C(CN1C(=O)NC2(CCCc3ccccc32)C1=O)c1ccccc1F (stereo not given) | -1% | -1% | -37% | 1% | 0% | 5% | 4% | 1% | -0.2% | / | 12%
CC(C)(C)NC(=O)/C(=C\C=C\c1ccccc1)NC(=O)c1ccc([N+](=O)[O-])cc1 | -1% | -8% | 13% | 3% | -3% | 7% | 1% | 3% | -0.3% | -1 | -20%
COc1ccc2[nH]c(=O)c(CNc3ccc(C)c(C)c3)cc2c1 | -7% | 21% | -67%[inhibitor] | 4% | -6% | ? | 5% | 1% | -0.9% | 2 | -16%
CC(=O)N(CC(=O)Nc1sc(C)c(C)c1C(N)=O)Cc1ccccc1 | -1% | -1% | 10% | -4% | 0% | -4% | -4% | -1% | 0.1% | 1 | -3%
OCC1(C2=NOC(O)(C(F)(F)F)C2)CCCCC1 (stereo not given) | -4% | 2% | -19% | 8% | / | 0% | 0% | -1% | -0.1% | -6 | 1%
COCCn1c(-c2ccccc2)cnc1N | -2% | 5% | 2% | 4% | 2% | 0% | -3% | -2% | -0.8% | 4 | -11%

Assay outcomes (PubChem BioAssay)
